# High-throughput results (PubChem BioAssay)
# Rev-RRE block: HIV-1 Rev-RRE binding inhibitors, primary screen, biochemical, FRET, protein-RNA interaction; P05866; Rev peptide-RRE RNA binding; inhibition, % at 8 µM; 0.79% of 97,000 active; AID 704, 2007;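 active = inhibition above the screen-wide mean plus 3 SD, cut at about 35% in these data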;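 note: 0% = median DMSO wells and 100% = median Neomycin B control wells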
#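 Test system: labelled RRE RNA duplex and labelled Rev peptide. Times: 5 min compound–RNA preincubation, then 15 min with peptide, 25 °C. Doses: single-dose 8 µM. Measured by: FRET, excitation 480 nm, emission 540 nm donor and 671 nm acceptor. Measure: % inhibition of FRET ratio versus controls.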
# MT1-MMP txn act: MT1-MMP promoter reporter activation – cell-based, luciferase luminescence, primary screen | HT1080 MT1-MMP promoter luciferase reporter, overnight; stronger effect = higher value | activation factor at 10 µM | 0.16% of 86,000 active;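 active = activation factor of at least 2 for MT1-MMP transcription at 10 µM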
# PLK1 PBD inh: Plk1 polo box domain binding inhibitors, primary screen, biochemical, fluorescence polarization; inhibition, %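 (tested at about 20 µM)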; Serine/threonine-protein kinase PLK1 (Homo sapiens), P53350; Plk1 PBD phosphopeptide binding; 0.13% of 97,000 active; in the data active = inhibition above about 34%, passing the limit was not always enough
# S1P2 agonist: S1P2 receptor agonists, primary screen, cell-based; S1P2-expressing cell line, agonist reporter read-out; AID 729, 2007; 0.46% of 97,000 active; activation, % at 4.5 µM; in the data active = activation above about 16%;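 note: 0% = vehicle low control and 100% = maximal reference agonist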
# PLAP activator: PLAP enzyme activators, biochemical, luminescence, HTS | Alkaline phosphatase, placental type (Homo sapiens), P05187 | purified PLAP enzyme, luminescent substrate read-out; stronger effect = higher value | activation fold at 20 µM | 1.2% of 96,000 active; in the data active = activation fold above about 2
# S1P2 antag: human S1P2 receptor antagonists, primary screen, cell-based; Sphingosine 1-phosphate receptor 2 (Homo sapiens), O95136; cell-based S1P2 antagonist assay, inhibition at 5 uM; inhibition, % at 5 µM; 0.21% of 97,000 active; in the data active = inhibition above about 45%;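 note: CRE beta-lactamase reporter cells expressing human S1P2 stimulated with S1P; 0% = agonist at EC80 alone and 100% = agonist plus reference antagonist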
# PLK1 kinase inh: human PLK1 kinase inhibitors, primary screen, biochemical, TR-FRET; Serine/threonine-protein kinase PLK1 (Homo sapiens), P53350; recombinant PLK1 kinase, TR-FRET peptide phosphorylation; inhibition, % at 10 µM; 0.53% of 97,000 active; AID 619, 2007;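 active = inhibition of 50% or more in the single-concentration screen; inactive = inhibition below 50%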;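 note: 0% = DMSO max control and 100% = H-89 dihydrochloride min control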
# FAK inh: FAK kinase inhibitors, primary screen, biochemical. Focal adhesion kinase 1 (Homo sapiens), Q05397. biochemical FAK kinase activity assay. inhibition, %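 (tested at 7 µM)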. 0.84% of 97,000 active; in the data active = inhibition above about 19%;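 note: 0% = DMSO and 100% = reference compound high control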
# Target sequence (Q05397 whole entry, looked up): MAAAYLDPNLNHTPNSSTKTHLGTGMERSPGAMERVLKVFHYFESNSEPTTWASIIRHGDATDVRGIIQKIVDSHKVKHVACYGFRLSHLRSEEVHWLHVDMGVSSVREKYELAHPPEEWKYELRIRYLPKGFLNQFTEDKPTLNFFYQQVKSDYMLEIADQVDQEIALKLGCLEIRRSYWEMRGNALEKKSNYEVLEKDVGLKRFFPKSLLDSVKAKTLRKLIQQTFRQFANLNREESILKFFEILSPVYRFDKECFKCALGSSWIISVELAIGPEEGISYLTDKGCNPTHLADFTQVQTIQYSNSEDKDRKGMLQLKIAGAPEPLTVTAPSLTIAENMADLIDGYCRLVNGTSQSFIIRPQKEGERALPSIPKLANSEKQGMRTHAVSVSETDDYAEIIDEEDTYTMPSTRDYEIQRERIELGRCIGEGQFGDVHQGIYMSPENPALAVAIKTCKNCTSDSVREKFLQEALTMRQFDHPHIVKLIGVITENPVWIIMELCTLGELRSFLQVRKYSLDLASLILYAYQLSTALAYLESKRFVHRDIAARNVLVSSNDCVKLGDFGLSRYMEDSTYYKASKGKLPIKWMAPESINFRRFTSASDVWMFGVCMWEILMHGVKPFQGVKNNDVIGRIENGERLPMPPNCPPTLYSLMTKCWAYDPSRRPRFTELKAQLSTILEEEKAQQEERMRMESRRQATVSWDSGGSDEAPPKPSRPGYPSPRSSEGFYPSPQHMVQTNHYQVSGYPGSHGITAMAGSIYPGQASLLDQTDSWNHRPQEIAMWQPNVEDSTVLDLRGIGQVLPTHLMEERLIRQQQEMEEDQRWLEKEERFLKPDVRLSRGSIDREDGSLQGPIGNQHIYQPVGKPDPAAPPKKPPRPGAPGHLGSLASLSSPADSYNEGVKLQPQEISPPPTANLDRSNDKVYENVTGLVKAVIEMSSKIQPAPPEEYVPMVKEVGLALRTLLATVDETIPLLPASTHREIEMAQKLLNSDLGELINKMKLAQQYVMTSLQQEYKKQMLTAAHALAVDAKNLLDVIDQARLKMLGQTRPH
# EphB4 antag: EphB4-ephrin-B2 interaction antagonists, primary screen, biochemical, TNYL-RAW peptide probe, fluorescence polarization. EphB4 LBD / TNYL-RAW-Alexa532 peptide. Ephrin type-B receptor 4 (Homo sapiens), P54760. inhibition, % at 7 µM. 0.15% of 97,000 active;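 active = inhibition above the screen-wide mean inhibition plus 3 SD, cut at about 15% in these data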;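 note: 0% = DMSO wells and 100% = excess unlabeled TNYL-RAW peptide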
# An asterisk follows results filed as active; . = no result given.
no.	Structure	PLK1 kinase inh	Rev-RRE block	EphB4 antag	PLK1 PBD inh	PLAP activator	S1P2 antag	FAK inh	S1P2 agonist	MT1-MMP txn act
1	CCCCn1nnc(NC(=O)c2sc3cc(Cl)ccc3c2Cl)n1	-9.9	14.5	-7.2	-2.2	1	-15.4	-1.8	0.3	0.9
2	CC(C)(C)OC(=O)N1CCC(c2c(C(=O)O)cnn2-c2ccccc2)CC1	-7.2	-3.0	0.1	17.3	1.2	3.3	0.7	-9.3	1.1
3	O=C(ON=C1CCSCC1)c1ccccc1	-0.4	8.6	0.9	11.1	.	16.7	-8.7	-1.2	.
4	O=c1cc2c(nn1Cc1c(Cl)cccc1Cl)-c1ccccc1CC2	-14.9	4.5	5.6	-5.2	1.4	-8.1	-3.3	0.9	1.4
5	COc1c(Cl)cc(C(=O)Nc2ccccc2-c2ccccc2)cc1Cl	-2.6	11.8	0.2	-32.4	0.8	-10.1	-9.7	-2.1	.
6	CC1=NN(c2ccccc2)C(=O)C1N=Nc1ccc(N)cc1 (stereo unspecified)	-6.2	-84.1	4.1	-12.3	0.8	-12.6	-0.5	-7.7	.
7	CCOc1ccc(N(CC(=O)NC2CCCC2)C(=O)CCC(=O)Nc2ccccn2)cc1	-0.7	-4.4	-1.1	-18.2	1.5	8.3	-4.8	-6.1	1.3
8	Cc1c(Cl)cccc1N1C(=O)CC(N(O)c2ccccc2)C1=O (stereo unspecified)	-9.4	5.5	0.5	-22.3	1.3	2.8	-4.4	-5.0	1.1
9	O=c1cc(-c2ccccc2)nc2nc(SCc3ccccc3)[nH]n12	-7.0	-0.3	1.6	5.8	0.9	-4.9	-4.9	-5.0	1.1
10	Cc1onc(-c2ccccc2)c1C(=O)Nc1cc(C(F)(F)F)ccc1N1CCOCC1	0.7	11.3	5.8	-11.7	1.6	17.9	7.3	-6.4	0.4
11	Cc1cccc2cc(CN(Cc3ccco3)C(=O)NC3CCCCC3)c(=O)[nH]c12	-7.9	7.2	-9.6	-10.0	1.3	-28.5	3.5	-4.8	0.9
12	Cc1cc(N2CCCCC2)n2ncc(-c3ccccc3)c2n1	-15.9	14.7	-6.8	2.4	1.2	-22.9	8.8	-3.2	0.8
13	Cc1ccc2c(c1)-c1ccccc1S(=O)(=O)N2	-2.8	7.7	2.4	-11.2	0.9	-2.6	0.1	-8.1	1.1
14	C=CCN1C(=Nc2ccccc2)SC/C1=C\C(=O)OC	-6.9	1.6	-2.6	16.3	0.9	9.6	2.8	-4.4	1.1
15	Cc1cc(CCN2CCC(=O)NC2=O)ccc1OC(C)C	0.6	-1.3	1.5	-0.4	1	17.6	-3.3	-5.4	0.9
16	CCn1ccc(C(=O)Nc2ccc(Cl)cn2)n1	71.2*	6.8	-3.8	2.1	1	6.3	-2.8	-3.7	1.3
17	O=C(CSc1nc2c(sc3ccccc32)c(=O)n1CCCN1CCOCC1)NC1CCCC1	10.8	-1.2	-12.1	-9.4	1.3	-8.1	-1.8	-1.7	.
18	CCN1CCN(C(=O)c2ccccc2N(Cc2ccccc2)S(=O)(=O)c2ccc(C)cc2)CC1	-6.0	6.9	-0.4	-5.2	1.6	11.3	2.1	-6.7	1.1
19	Cc1ccc(-c2[nH]nc(N)c2N=Nc2cccc(Cl)c2C)cc1	-6.0	17.2	-3.8	7.8	1.1	1.6	3.3	-9.8	.
20	O=C1c2ccccc2C(=O)C12OC(c1ccccc1)C1(C(=O)c3ccccc3C1=O)C2c1ccc([N+](=O)[O-])cc1 (stereo unspecified)	-10.7	13.7	-1.7	-19.5	.	-13.5	-2.1	-5.4	1.1
21	O=C(N/N=C\c1ccc(Sc2ccccn2)o1)c1cccc(F)c1	6.1	0.4	-0.7	-10.1	1.3	13.8	-4.4	-6.0	.
22	CC1CCC(C(=O)NC(C(=O)NCc2ccccn2)C(C)C)CC1 (stereo unspecified)	3.8	4.5	1.5	-24.7	1.1	-9.9	-2.1	-7.0	1.1
23	Cc1ccc(/C=N/NC(=O)c2ccc(C(=O)N/N=C/c3ccc(C)s3)o2)s1	-9.2	3.0	-0.2	-15.2	1	14.1	7.7	-7.1	.
24	Cc1noc2ncc(C(=O)c3cc(F)ccc3O)cc12	-10.0	9.7	-2.8	-2.1	1.2	-5.3	-0.3	-4.9	1.1

# Whole records, looked up by structure. Values in the order: PLK1 kinase inh	Rev-RRE block	EphB4 antag	PLK1 PBD inh	PLAP activator	S1P2 antag	FAK inh	S1P2 agonist	MT1-MMP txn act
# O=C(N/N=C\c1ccc(Sc2ccccn2)o1)c1cccc(F)c1 is listed with 6.1	0.4	-0.7	-10.1	1.3	13.8	-4.4	-6.0	.
# CC1CCC(C(=O)NC(C(=O)NCc2ccccn2)C(C)C)CC1 (stereo unspecified) is listed with 3.8	4.5	1.5	-24.7	1.1	-9.9	-2.1	-7.0	1.1

# (cont.)
no.	Structure	PLK1 kinase inh	Rev-RRE block	EphB4 antag	PLK1 PBD inh	PLAP activator	S1P2 antag	FAK inh	S1P2 agonist	MT1-MMP txn act
25	CCC(C)OC(=O)C1=C(C)O[C@]23OC(N)=C(C#N)[C@]12C(=O)c1ccccc13 (stereo partly specified)	-2.9	20.2	9.8	8.9	.	-3.6	-0.6	-1.3	1.1
26	CCCCCn1c(CNC(=O)c2cccs2)nc2ccccc21	15.7	8.9	-4.2	-8.8	.	-8.3	2.6	-4.8	1.2
27	CCCC1=Nc2cc(C(=O)NCCCOCC)ccc2Sc2ccccc21	-9.9	9.1	0.1	-17.8	1.3	2.0	11.8	-1.7	0.4
28	O=C(Cn1nc(Cc2cccnc2)c2ccccc2c1=O)N1CCN(C(=O)c2ccco2)CC1	61.5*	5.0	4.6	-8.6	1.4	-9.3	-8.9	0.9	1.1
29	CCOC(=O)N1CCN(c2ncnc3c2cnn3-c2ccc(Cl)cc2)CC1	-22.1	9.2	0.9	-19.5	1.2	-12.0	0.9	-2.9	1
30	COc1ccc(/C=C/C(=O)c2ccc[nH]2)cc1OC	-5.8	9.3	6.2	-7.5	0.8	8.3	2.8	-1.8	1.5
31	COc1ccc(CN(CC(=O)NC2CCCC2)C(=O)CCC(=O)Nc2cc(C)on2)cc1	-11.6	-2.4	4.9	4.2	.	-17.0	0.4	0.7	1.7
32	COc1ccccc1N1CCN(C(=O)c2cc(-c3ccc(Cl)c(Cl)c3)on2)CC1	-18.3	7.6	-6.3	18.5	.	-9.7	1.1	-1.0	1.1
33	Cc1c(O)c(CN2CCCCC2)cc2c1oc(=O)c1ccccc12	-8.8	7.2	3.7	29.9	1	-24.8	14.2	1.6	.
34	Cn1nc(-c2ccc(Cl)cc2)c2cc(C(=O)NC3CC3)sc21	-1.3	5.5	6.8	-10.5	1	-12.8	2.6	-2.4	1.4
35	CCN(CC)CCOc1nc(C)nc2c1oc1ccccc12	4.5	-2.9	3.5	-13.7	1.6	2.4	-3.0	-3.2	1.1
36	COc1ccc(-c2cc(C3CC3)nc3sc(C#N)c(N)c23)cc1	-12.7	9.2	-5.6	-6.6	1.5	4.7	5.0	-4.6	.
37	CCn1c(SC(C)C)nnc1-c1c[nH]c2ccccc12	64.7*	0.3	-5.6	-8.9	0.9	-8.1	-3.9	-3.5	1.1
38	c1cc2ccc3ccc(CN4CCOCC4)c4ccc(c1)c2c34	-1.2	5.8	4.1	-21.7	1.4	-0.8	40.8*	-0.5	1.2
39	CCn1cc(C(=O)OCc2ccc(F)cc2)c(=O)c2ccc(C)nc21	0.7	2.3	6.0	-2.2	0.9	-17.4	3.4	1.3	.
40	N#CCN1CCN(CC(=O)Nc2cccc3ccccc23)CC1	-7.4	0.9	-3.3	-3.6	0.9	3.2	3.9	759.6*	1.2
41	NC(=O)C1(N2CCCCC2)CCN(C(=O)CSc2nc3ccccc3[nH]2)CC1	-13.8	4.9	1.3	6.3	.	0.1	-2.2	-2.3	1.4
42	O=C(NCC1CC1)c1ccc(Nc2nc3ccc(Br)cc3[nH]2)cc1	-8.0	9.6	-6.4	12.8	1.4	5.0	16.7	-2.0	.
43	OC1(CN2CCOCC2)C2CN3CCN(C2)CC1(c1ccccc1)C3 (stereo unspecified)	-5.0	8.0	3.1	-5.8	.	13.4	5.6	-3.7	1.1
44	O=C(Nc1ccc(Cl)cc1)c1cccnc1N1CCCCC1	-12.9	7.4	0.0	-17.2	0.8	-22.4	1.6	-2.8	.
45	COC(=O)c1cc2occc2n1Cc1ccc(Cl)cc1	-8.4	7.0	4.6	19.1	0.8	8.7	3.2	1.9	1.2
46	COc1cccc(/C=N/n2cnnc2)c1OCc1ccccc1	1.9	-5.2	-5.8	14.5	0.8	-15.6	0.8	-5.4	0.9
47	Cc1ccccc1N1OC2C(=O)N(c3ccc(F)cc3)C(=O)C2C1c1ccccn1 (stereo unspecified)	-15.1	16.2	0.3	-8.4	1	8.8	-3.4	-8.8	1
48	Cc1nn(-c2ccccc2)c2sc(C(=O)OC3CCOC3=O)cc12 (stereo unspecified)	-11.0	10.2	0.1	-30.6	1.4	-16.3	-1.3	-3.5	1
49	O=C(CSCc1ccc(Cl)cc1)Nc1ccccc1C(=O)N1CCOCC1	-7.5	7.3	5.4	-26.4	1.1	5.8	-1.4	-3.0	.
50	O=C(NCC(=O)N(Cc1ccccc1)C(C(=O)NCC1CCCO1)c1ccccc1)c1cccs1 (stereo unspecified)	-5.8	6.3	2.5	-21.6	1.1	22.4	0.5	-7.0	.
51	CN(C)S(=O)(=O)c1ccc(C(=O)Nc2ccnn2C2CCCCC2)cc1	1.9	3.5	7.1	-7.8	0.9	13.8	1.6	-5.2	1.1
52	O=C(COc1cccc(Oc2ccccc2)c1)Nc1ccc(SC(F)F)cc1	-4.1	-1.6	-0.6	-4.2	0.5	-27.7	-2.2	-0.9	.
53	CCCn1nc2cc(C(=O)NC3CCc4ccccc43)ccc2c1OCC (stereo unspecified)	-13.0	3.0	1.6	-18.2	1.5	3.2	-1.6	-1.6	.
54	COc1ccc2c(Cl)c(C(=O)NCc3ccco3)sc2c1	-3.9	5.5	4.3	-10.8	1	-4.8	0.5	-7.2	.
55	COc1cc(C(=S)N2CCCC2)cc(Cl)c1O	-4.0	6.0	4.8	-33.8	1	2.6	-1.7	-4.0	1
56	O=C(Nc1ccc(Cl)cc1F)C1CCN(S(=O)(=O)c2cccnc2)CC1	-10.1	9.3	8.5	-15.9	0.9	8.7	-1.8	-2.9	.
57	O=C(O)C1CC=CCC1C(=O)NC12CC3CC(CC(C3)C1)C2 (stereo unspecified)	-9.9	2.9	0.4	-14.3	1	-3.6	1.2	-4.0	1
58	Cc1ccc(NC(=O)C2CCCN(S(=O)(=O)c3cnc[nH]3)C2)cc1C (stereo unspecified)	-4.4	4.1	-4.7	-4.3	1.6	-2.4	2.4	-2.0	1.1
59	O=C(NCCCN1CCOCC1)c1ccc(Br)s1	-14.3	6.4	-0.9	4.1	1.3	-0.2	1.2	-3.5	1.1
60	COc1ccccc1CC(=O)Nc1ccc(-c2nnc(-c3ccco3)o2)cc1	-12.1	3.5	-4.8	-0.2	1	4.3	3.7	-9.9	1
61	CCC(C)N1C(=O)CCC1C(=O)NCc1ccc2c(c1)OCO2 (stereo unspecified)	-10.9	4.2	5.0	10.1	1.1	9.8	-3.3	-5.2	1
62	Cc1nc2ccccc2n1C1CCN(CC(=O)NCc2ccc(F)cc2)CC1	-7.6	1.5	2.3	13.5	1.4	14.9	-0.4	-4.8	.
63	CCOC(=O)N1CCN(C(=O)C2CCN(S(=O)(=O)N3CCCC3)CC2)CC1	-4.6	2.0	-6.3	10.0	1	0.0	2.6	-0.7	1
